TNF death inh: inhibitors of TNF-alpha triggered necroptosis, primary screen, cell-based, Jurkat FADD-/-, single concentration; Jurkat FADD-/- TNF necroptosis rescue, ATP luminescence, 24 h; 0 = TNF only, 100 = no-TNF cells; activation (protection from cell death), % at 10 µM; 220,000 tested, 0.068% active; AID 463075, 2010;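 active means activation, meaning protection from cell death, of at least 50% relative to plate controls; inactive means activation below 50%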;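 further: necroptosis triggered by 40 ng/mL TNF-alpha added together with compound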
Hck Nef HTS: inhibitors of Nef-activated human Hck kinase, primary screen, biochemical, Z-Lyte FRET, 384-well, Hck-YEEI. Recombinant Hck-YEEI plus Nef, Z-Lyte FRET kinase assay. 220,000 tested, 0.68% active. inhibition, % at 20 µM. AID 463187, 2010. Tyrosine-protein kinase HCK (Homo sapiens), P08631;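 active means Hck-Nef kinase inhibition above about 50%, limit read from the data; inactive means inhibition below that limit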;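 further: 0% = DMSO with Hck plus Nef and 100% = Hck alone without Nef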
FXIa inh: human FXIa protease inhibitors, primary screen, biochemical, 1536-well; Coagulation factor XI (Homo sapiens), P03951; purified FXIa, Boc-Glu-Ala-Arg-AMC fluorogenic substrate; inhibition, % at 5 µM; 220,000 tested, 0.14% active; AID 798, 2007;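 active means inhibition of at least 40%; inactive means inhibition below 40%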;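 further: fluorescence of freed AMC excited at 355 nm; 0% = enzyme without compound and 100% = no enzyme blank; many of its hits are not listed in these tables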
Target sequence (P03951 19-387 limits assumed): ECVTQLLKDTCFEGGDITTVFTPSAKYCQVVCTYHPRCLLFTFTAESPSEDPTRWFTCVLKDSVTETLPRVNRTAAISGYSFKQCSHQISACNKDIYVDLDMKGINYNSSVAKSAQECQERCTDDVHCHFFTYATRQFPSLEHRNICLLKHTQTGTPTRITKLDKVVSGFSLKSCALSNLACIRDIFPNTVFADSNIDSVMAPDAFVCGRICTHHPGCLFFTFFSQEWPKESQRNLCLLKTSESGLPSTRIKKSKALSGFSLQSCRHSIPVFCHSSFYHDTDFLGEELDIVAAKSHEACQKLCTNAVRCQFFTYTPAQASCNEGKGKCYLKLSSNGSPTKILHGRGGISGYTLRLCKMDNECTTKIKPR
Target sequence (P03951 388-625 limits assumed): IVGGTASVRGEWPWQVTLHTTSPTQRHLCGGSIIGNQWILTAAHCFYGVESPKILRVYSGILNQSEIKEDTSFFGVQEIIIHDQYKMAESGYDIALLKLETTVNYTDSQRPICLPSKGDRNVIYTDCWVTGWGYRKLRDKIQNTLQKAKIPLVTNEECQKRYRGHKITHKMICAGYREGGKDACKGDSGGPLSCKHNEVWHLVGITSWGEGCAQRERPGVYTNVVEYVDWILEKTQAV
thrombin 1536: human alpha-thrombin inhibitors, primary screen, counter-screen for coagulation protease inhibitor project, biochemical, 1536-well, fluorogenic AMC substrate; Boc-VPR-AMC fluorogenic substrate cleavage; 220,000 tested, 0.26% active; Prothrombin (Homo sapiens), P00734; inhibition, % at 5 µM;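 active means inhibition at or above 40%; inactive means inhibition below 40%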;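 further: 0% = enzyme with no compound and 100% = wells without enzyme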
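Assay system: human alpha-thrombin enzyme. Reagent: Boc-VPR-AMC substrate, 15 µM final. Compound dosing: one concentration per compound, 5 µM, with 0.2% DMSO. Incubation: room-temperature reaction. Technique: AMC fluorescence, 355/460 nm. Measure: % inhibition relative to enzyme controls and enzyme-free blanks.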
zVAD death inh: inhibitors of zVAD-triggered necroptosis, primary screen, L929 cells; viability rescue, % at 10 µM; AID 1377, 2008; L929 zVAD necroptosis rescue, ATP luminescence, 24 h; with zVAD 60 µM; 220,000 tested, 0.38% active;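 active means activation, scaled between plate controls, above about 75%, limit read from the data; inactive means activation under that limit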;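 further: 0% = zVAD with DMSO and 100% = DMSO alone without zVAD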
KLK5 inh: human KLK5 protease inhibitors, primary screen, biochemical, 1536-well. Kallikrein-5 (Homo sapiens), Q9Y337. recombinant hK5, fluorogenic AMC substrate cleavage. inhibition, % at 5 µM. 210,000 tested, 0.59% active. AID 873, 2007;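 active means inhibition of 40% or more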;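 further: 0% = enzyme controls without compound and 100% = no-enzyme blanks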
Target sequence (Q9Y337 67-293 limits assumed): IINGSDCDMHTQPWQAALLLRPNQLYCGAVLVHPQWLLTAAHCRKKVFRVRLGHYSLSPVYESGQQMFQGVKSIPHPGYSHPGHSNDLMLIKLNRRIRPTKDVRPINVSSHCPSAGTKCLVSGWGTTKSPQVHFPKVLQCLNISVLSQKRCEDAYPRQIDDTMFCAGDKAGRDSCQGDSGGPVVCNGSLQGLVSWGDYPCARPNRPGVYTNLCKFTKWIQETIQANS
FXIIa inh 1536: human FXIIa protease inhibitors, primary screen, biochemical, 1536-well; AID 800, 2007; inhibition, % at 5 µM; 220,000 tested, 0.3% active; purified FXIIa, Boc-QGR-AMC fluorogenic substrate, 2 h; Coagulation factor XII (Homo sapiens), P00748; in the data active means inhibition above about 40%;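 further: 0% = enzyme with no compound and 100% = blank without enzyme; many of its hits are not listed in these tables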
Rad51 HR inh: human RAD51 strand exchange inhibitors, primary screen, biochemical, fluorescence. DNA repair protein RAD51 homolog 1 (Homo sapiens), Q06609. hRad51 DNA strand exchange, fluorescence dequenching. inhibition, % at 10 µM. 200,000 tested, 0.085% active. AID 1385, 2008;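 active means inhibition above 40% at the single screening dose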;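 further: 0% = DMSO control wells and 100% = blanks with heterologous ssDNA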
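System: human Rad51 nucleoprotein filaments preassembled on unlabelled ssDNA. Reagent: labelled 47-mer dsDNA for strand exchange. Schedule: 30-min compound preincubation and 15-min exchange, both room temperature. Measured by: FRET fluorescence dequenching, excitation 485 nm, emission 520 nm. Read-out: Fluorescence-based percent inhibition, control- and blank-normalised. Benchmarks: plate controls and plate blanks.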
KCC2 mod: KCC2 cotransporter modulators, thallium flux, primary screen, cell-based, HEK293 KCC2, FluoZin-2 fluorescence, MLSMR; Solute carrier family 12 member 5 (Homo sapiens), Q9H2X9; B-score of Tl+ flux slope (higher = more flux/activation; lower = inhibition) at 10 µM; 190,000 tested, 2.2% active; KCC2 cells, thallium flux FluoZin-2 fluorescence; AID 1456, 2008;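 active means thallium flux slope and its plate-corrected score both differing from the plate sample mean at a set confidence after two filtering rounds, in either direction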;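 further: slope of fluorescence scaled to starting intensity during 10 to 20 s after thallium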
The depositor's hits bear a star; x = no result given.

SMILES	TNF death inh	Hck Nef HTS	FXIa inh	thrombin 1536	zVAD death inh	KLK5 inh	FXIIa inh 1536	Rad51 HR inh	KCC2 mod
O=C(NCc1ccncc1)C(=O)C1C(=O)Nc2ccccc21 (stereo unspecified)	1.0	23	-1	-13	0.9	0	6	6	0.71
Cc1ccc(NC(=S)NC(=O)c2ccc(-c3ccc(Cl)cc3)o2)c(O)c1	1.0	2	2	-2	9.2	-26	9	4	0.96
O=C(N/N=C/c1cc([N+](=O)[O-])cc(Br)c1O)C12CC3CCC(CC(C3)C1)C2	-7.1	6	-3	-6	-0.6	-15	5	12	8.3*
Cc1cc(C)n(S(=O)(=O)c2cc(Cl)ccc2Cl)n1	-3.8	1	-3	-3	-0.3	-3	4	-4	-0.79
COc1ccc(OCC(O)Cn2c(Nc3ccccc3)nc3c2c(=O)n(C)c(=O)n3C)cc1 (stereo unspecified)	1.3	-1	-3	-3	0.1	3	9	-1	x
COc1ccc(-n2cc(CN(C)CCO)c(-c3cccc(F)c3)n2)cc1	3.4	20	-1	-2	0.9	1	10	-4	1.4
Cc1cccc(C)c1Nc1nnc(SC(C)C(=O)Nc2c(C)n(C)n(-c3ccccc3)c2=O)s1 (stereo unspecified)	0.7	5	-1	-4	x	-10	9	-37	x
O=C1NN(c2ccc(F)cc2)C(=O)/C1=C\C=C\c1ccco1	-0.2	2	1	-2	-0.3	-6	5	x	0.47
COCCN=c1scc(-c2ccco2)n1/N=C/c1ccc(O)c(O)c1O	-5.3	59*	-2	-6	-1.3	-15	-1	-30	-0.078
CCC(C)NC(=S)N1CCN(Cc2ccc3c(c2)OCO3)CC1 (stereo unspecified)	1.6	22	-2	-6	0.3	11	2	3	x
COc1cc(/C=C(/C#N)C(=O)Nc2ccccc2)ccc1OCc1ccc(C(=O)O)cc1	1.1	138*	0	2	-0.6	1	13	4	-3
CC(C)(C)CN1C(=O)C(=O)NC[C@@H]1Cc1ccc(O)cc1	0.8	5	-6	-10	0.6	-3	0	2	0.056
Cc1cc2c(=O)n(CC(=O)NCC(=O)N3CCN(Cc4ccccc4)CC3)cnc2s1	2.2	-11	-1	-6	-0.2	-27	6	1	0.55
O=C(NC(=S)Nc1ccccn1)c1cc(-c2ccccc2)nc2ccccc12	1.7	-1	12	31	0.5	28	6	-12	22*
CN(C)CCN(Cc1cc2cc3c(cc2[nH]c1=O)OCCO3)C(=S)NCC1CCCO1 (stereo unspecified)	-0.4	13	-6	0	2.0	-4	3	2	x
OC(COc1ccc(CNCCc2ccccc2F)cc1)CN1CCCCC1 (stereo unspecified)	1.9	6	0	-6	3.9	x	12	-14	0.2
COC(=O)c1sc(NC(=S)NC(=O)c2ccccc2C)nc1C	-0.2	17	-1	-6	6.5	2	10	-8	92*
Cc1cccc(-n2cnc(C(=O)N/N=C\c3ccc(Br)cc3)c2)n1	-1.2	80*	2	0	-0.3	-1	5	21	1.3
CCOc1cc(NC(=S)NC)c(OCC)cc1NC(=O)c1cccs1	-0.6	15	-6	-6	0.1	-4	3	11	x
COc1ccc(CN(C(=O)CSc2nnc(-c3ccccc3C)o2)c2ccc(F)cc2)cc1	-4.2	3	23	2	-0.8	-4	30	-5	-0.84
CN(C)c1oc(-c2ccco2)nc1C#N	-0.9	0	0	-2	-0.2	0	10	-12	x
O=C(O)c1ccccc1SCc1nc2ccccn2c1Br	-0.3	-15	13	16	-1.2	-3	15	-14	1.1
COC(=O)c1c(N)n(-c2ccc(NC(C)=O)cc2)c2nc3ccccc3nc12	-3.1	41	-7	-11	17	-13	-8	-19	-1.2
COC(=O)c1ccc(NC(=O)C2CC(=O)OC2c2ccccc2)cc1 (stereo unspecified)	2.2	3	1	-5	1.0	0	4	x	1.3
Cc1ccc(C(=O)N/C(=C\c2ccco2)C(=O)NCCCn2ccnc2)cc1	1.3	2	6	3	0.5	-6	10	x	-0.067
The results go on:
SMILES	TNF death inh	Hck Nef HTS	FXIa inh	thrombin 1536	zVAD death inh	KLK5 inh	FXIIa inh 1536	Rad51 HR inh	KCC2 mod
Cc1cccc(C)c1NC(=O)CSc1nnc(NC(=O)CN2CCOCC2)s1	0.1	1	-9	1	0.3	-12	-6	4	-0.033
O=C1NCCN1Cc1cccc(Cl)c1	1.1	0	2	4	1.1	-20	9	x	-0.22
C=CCNC(=O)NC(=O)COC(=O)c1ccccc1Sc1ccc(C(F)(F)F)cc1[N+](=O)[O-]	2.1	1	18	-1	0.0	-20	22	0	-0.033
COc1ccc(OCC(=O)Nc2ccc(C)cc2)cc1	0.1	2	2	1	2.5	5	11	-2	x
CN(c1nc(-c2ccccc2)cs1)C1CCS(=O)(=O)C1 (stereo unspecified)	-0.9	-1	22	-4	0.1	-2	1	1	-0.73
CC(C)CCOC(=O)C(C)Sc1n[nH]c(=O)[nH]c1=O (stereo unspecified)	0.2	-1	1	-2	0.8	0	8	x	-0.0049
CC(Oc1ccc(Cl)cc1Cl)C(=O)NCCC1=CCCCC1 (stereo unspecified)	0.7	2	8	-1	0.1	-19	10	x	-0.2
CC(O)c1nc2ccccc2n1C/C=C/c1ccccc1 (stereo unspecified)	-0.5	7	-4	-14	1.2	-5	-5	-1	0.29
Cn1c(SCC(=O)NC2CCCCC2)nnc1-c1cc2ccccc2o1	-1.0	-11	3	2	0.3	7	14	-2	4.5
Cn1c(Cn2cnc(Cl)c2Cl)nc2ccccc21	5.1	-1	4	3	-0.2	-15	6	4	x
COCCCn1c(SCC(=O)N(C)C)nnc1-c1ccccc1	-0.6	1	1	-3	-0.3	-25	13	-5	x
Cc1ccc(C(=O)OCC(=O)Nc2cccc(Cl)c2C)c(O)c1	1.2	10	-6	-2	0.7	-5	-2	9	0.11
O=C(CCNS(=O)(=O)c1ccc(Br)cc1)NCc1ccc2c(c1)OCO2	2.0	2	3	-2	1.0	-10	13	-5	-0.033
Cc1cc(N2CCN(c3ccccc3F)CC2)nc2cc(O)ccc12	-4.9	4	6	1	0.1	4	13	-4	x
COCCN(C(=S)Nc1cccc(Cl)c1C)C(C)c1ccco1 (stereo unspecified)	-4.8	5	-3	-3	-1.3	-1	7	10	-0.022
CCNC(=S)N1CCN(CCN2C(=O)c3cccc4cccc(c34)C2=O)CC1	1.8	-20	5	5	4.4	17	19	0	-0.14
O=C(Nc1nc(COc2ccccc2)cs1)C1CCC1	-2.5	19	-3	-1	0.1	-10	8	-5	-4.3*
CCCn1c(-c2cccnc2Cl)nc2cc(Cl)c(Cl)cc21	-3.1	1	-8	-10	1.3	-18	-6	5	-0.54
Cc1cc(C)c(C(=O)OCC(=O)NCc2cccs2)c(C)c1	1.8	27	0	-10	0.0	8	9	17	-0.69
O=C(O)CCN1C(=O)c2ccc(NC(=O)c3ccco3)cc2C1=O	-0.8	-15	-4	-7	0.2	-4	6	-10	-0.89
C=CCSc1ncc(C#N)c(N)n1	-1.0	4	1	-1	-0.2	-9	13	9	1.4
CCOc1ccccc1NC(=O)N1CCCC1C(=O)Nc1nnc(CC)s1 (stereo unspecified)	0.4	0	-9	-14	-0.2	-32	-7	6	0.33
Cc1cc(Cl)ccc1N(CC(=O)N=Nc1c(O)[nH]c2ccccc12)S(C)(=O)=O	-1.7	3	-6	-5	-1.0	16	-8	-14	x
COc1cc(C)c(/C=C(\C#N)C(=O)Nc2cccc(C)c2)cc1C(C)C	2.3	5	2	-2	-0.2	-22	7	14	-0.0044
O=C(CCC1N=C2c3ccccc3N=C(SCC(=O)NCc3ccco3)N2C1=O)NCc1ccco1 (stereo unspecified)	-0.4	16	3	-3	-0.1	-24	-4	-1	1.3

4 structures out of the list, sorted by molar mass, ascending:
SMILES	TNF death inh	Hck Nef HTS	FXIa inh	thrombin 1536	zVAD death inh	KLK5 inh	FXIIa inh 1536	Rad51 HR inh	KCC2 mod
CC(O)c1nc2ccccc2n1C/C=C/c1ccccc1 (stereo unspecified)	-0.5	7	-4	-14	1.2	-5	-5	-1	0.29
CC(C)CCOC(=O)C(C)Sc1n[nH]c(=O)[nH]c1=O (stereo unspecified)	0.2	-1	1	-2	0.8	0	8	x	-0.0049
O=C(Nc1nc(COc2ccccc2)cs1)C1CCC1	-2.5	19	-3	-1	0.1	-10	8	-5	-4.3*
O=C(CCC1N=C2c3ccccc3N=C(SCC(=O)NCc3ccco3)N2C1=O)NCc1ccco1 (stereo unspecified)	-0.4	16	3	-3	-0.1	-24	-4	-1	1.3

In another format: entries from further up
Value order – TNF death inh, Hck Nef HTS, FXIa inh, thrombin 1536, zVAD death inh, KLK5 inh, FXIIa inh 1536, Rad51 HR inh, KCC2 mod
COc1cc(C)c(/C=C(\C#N)C(=O)Nc2cccc(C)c2)cc1C(C)C
→ 2.3, 5, 2, -2, -0.2, -22, 7, 14, -0.0044
O=C(CCNS(=O)(=O)c1ccc(Br)cc1)NCc1ccc2c(c1)OCO2
→ 2.0, 2, 3, -2, 1.0, -10, 13, -5, -0.033

Next section:
SMILES	TNF death inh	Hck Nef HTS	FXIa inh	thrombin 1536	zVAD death inh	KLK5 inh	FXIIa inh 1536	Rad51 HR inh	KCC2 mod
CCCCN=Cc1sc2ccc(OCC)cc2c1O	0.0	3	-19	-4	1.4	3	9	4	x
C=CCSc1nc(O)c(C2OC(=O)c3c2ccc(OC)c3OC)c(=O)n1-c1ccccc1 (stereo unspecified)	2.8	20	-4	-4	0.0	-1	2	9	-0.17
COc1cc(S(=O)(=O)Nc2ccncc2)ccc1F	0.3	-2	-5	-7	2.9	x	-2	-38	0.18
COC(=O)c1[nH]c2ccc(C)cc2c1NC(=O)CN1CCN(c2ccccc2)CC1	-12	0	2	-2	0.4	-11	5	5	-1.2
COC(=O)COc1cccc2c(=O)n(CC(=O)NCc3ccccc3)ccc12	-13	20	0	2	-0.7	0	13	x	-0.2
CC(C)(C)NC(=O)c1cc(NC(=O)c2ccco2)cc(NC(=O)c2ccco2)c1	-6.0	2	3	-4	1.4	-35	15	-4	-0.26

Only FXIIa inh 1536 and zVAD death inh (three entries from above):
| smiles | FXIIa inh 1536 | zVAD death inh |
| --- | --- | --- |
| CC(O)c1nc2ccccc2n1C/C=C/c1ccccc1 (stereo unspecified) | -5 | 1.2 |
| Cn1c(SCC(=O)NC2CCCCC2)nnc1-c1cc2ccccc2o1 | 14 | 0.3 |
| Cn1c(Cn2cnc(Cl)c2Cl)nc2ccccc21 | 6 | -0.2 |

Source: PubChem

A portion of the library, so the mix of outcomes need not match the whole.
